PTHR1 ag – qHTS for PTHR1 Agonists: Primary Screen; HEK293 GP2 PTHR1 cells, GloSensor cAMP luminescence, 1 h; hit rate 0.075% among 410,000; Potency, µM (top dose mostly 115 µM), without a hit: top-dose activation, hits mostly activators; note: potency is the fitted concentration of half-maximal effect; nearly all actives have a fitted effect of over 55% in size; some results filed as inactive show a strong effect at the top dose; inactives centre near -15; many of its hits are not listed in these tables
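HEK-293-derived GP2 cells expressing PTHR1 and a GloSensor cAMP reporter, 3,000/well, plated overnight, given luciferin plus IBMX (each 0.5 mM as added) for 1 h at 37 °C, then compound for 1 h at 37 °C. Luminescence was read after 15 min at room temperature.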
DRD3 antagonist – qHTS of D3 Dopamine Receptor Antagonist: qHTS | D3R cells, DiscoveRx beta-arrestin luminescence, antagonist mode; stronger effect = lower value | AID 652054, 2013 | max response, negative = inhibition, % | D(3) dopamine receptor (Homo sapiens), P35462 | hit rate 2.5% among 360,000; in the data active = max response below about -50%; inconclusive = no clear call, values can overlap the other calls; note: % is set by controls: 0 for no effect and ±100 for the full control effect; mostly tested at two doses, the higher about 12 µM
Target sequence (P35462 whole entry, looked up): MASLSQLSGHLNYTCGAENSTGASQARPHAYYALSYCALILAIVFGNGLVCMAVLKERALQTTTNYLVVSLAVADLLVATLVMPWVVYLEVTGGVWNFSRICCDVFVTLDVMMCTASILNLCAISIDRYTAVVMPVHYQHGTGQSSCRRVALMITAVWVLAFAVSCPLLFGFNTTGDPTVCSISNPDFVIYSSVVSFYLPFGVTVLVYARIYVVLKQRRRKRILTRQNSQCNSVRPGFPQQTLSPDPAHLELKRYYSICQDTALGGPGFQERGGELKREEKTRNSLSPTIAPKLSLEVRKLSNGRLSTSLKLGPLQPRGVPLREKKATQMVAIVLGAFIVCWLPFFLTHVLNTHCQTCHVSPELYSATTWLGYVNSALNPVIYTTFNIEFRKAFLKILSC
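Cells plated overnight at 1500 cells/well, then exposed to library compounds with dopamine controls for 90 minutes at 37 degrees C. DiscoveRx reagent added for 30–60 minutes at room temperature; luminescence read, quantitative HTS format.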
FUS yeast rescue – qHTS for Suppressors of FUS Proteinopathy: Primary screen using FUS-linked yeast assay | S. cerevisiae FUS-expressing, growth rescue, OD600, 24 h | Potency, µM (titrated, usually from 76.6 µM), for inactives: at the highest dose growth rescue (activation), usual class: activators | hit rate 0.24% among 390,000 | AID 1347120, 2019;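 note: potency is the fitted concentration of half-maximal effect; plate controls were DMSO vehicle for no effect and reference control for full effect; nearly all actives have a fitted effect of over 55% in size; some results filed as inactive show a strong effect at the top dose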
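Toxicity suppression screen in FUS-yeast. Cells induced with 2% galactose, starting OD 0.005, treated 24hr at 30C with compounds at multiple final concentrations; growth by OD600.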
GLP-1R agonist – qHTS of GLP-1 Receptor Agonists; Glucagon-like peptide 1 receptor (Homo sapiens), P43220; HEK293 GLP-1R CRE-luciferase, luminescence, 4-6 h; cells express a hypersensitive GLP-1R form; Potency, µM (highest dose often 45.6 µM), inactives show top-dose activation, most hits filed as activators; hit rate 0.007% among 380,000; AID 624172, 2012; note: potency is the fitted concentration of half-maximal effect; % of control where 0% means no effect
Target sequence (P43220 whole entry, looked up): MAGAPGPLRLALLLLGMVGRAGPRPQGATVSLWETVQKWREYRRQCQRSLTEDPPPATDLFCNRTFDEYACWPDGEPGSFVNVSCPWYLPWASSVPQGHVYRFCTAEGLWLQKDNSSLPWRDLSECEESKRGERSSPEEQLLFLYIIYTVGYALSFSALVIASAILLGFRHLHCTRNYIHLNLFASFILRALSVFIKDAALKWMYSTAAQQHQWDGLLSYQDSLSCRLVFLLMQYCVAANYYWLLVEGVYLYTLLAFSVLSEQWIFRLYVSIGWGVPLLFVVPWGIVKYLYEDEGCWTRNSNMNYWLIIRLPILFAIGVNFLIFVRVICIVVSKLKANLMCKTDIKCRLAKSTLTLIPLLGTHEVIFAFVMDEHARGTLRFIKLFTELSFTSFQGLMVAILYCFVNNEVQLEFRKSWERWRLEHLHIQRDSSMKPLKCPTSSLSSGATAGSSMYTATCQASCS
TDP43 rescue – qHTS of TDP-43 Inhibitors. TDP-43 expressing yeast growth rescue, BacTiter-Glo, 24 h. Potency, µM (top dose mostly 46.1 µM), for the others: top-dose growth rescue (activation), usual class: activators. hit rate 1.8% among 410,000; note: potency is the fitted concentration of half-maximal effect; % of control where 0% means no effect; nearly all actives have a fitted effect of over 50% in size
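Yeast cells expressing TDP-43 under galactose induction are exposed to compounds for 24 hr at 30 deg C. BacTiter-Glo luminescence measures growth, so protective compounds score as activators.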
aSyn rescue – qHTS of alpha-syn Inhibitors | Yeast expressing alpha-synuclein, growth rescue, BacTiter-Glo, 24 h | Potency, µM (titrated, usually from 46.1 µM), for inactives: top-dose growth rescue (activation), usual class: activators | hit rate 0.14% among 370,000 | AID 652106, 2013; note: potency is the fitted concentration of half-maximal effect; % of control where 0% means no effect; nearly all actives have a fitted effect of over 65% in size
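Galactose-induced alpha-syn yeast (OD600=0.02, raffinose-pregrown) + pinned cpd, 24 hr, 30 deg C; growth by BacTiter-Glo luminescence. Growth restoration scores as activation.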
GLP-1R inv ag – qHTS of GLP-1 Receptor Inverse Agonists (Inhibition Mode) | AID 624417, 2012 | hit rate 1.6% among 410,000 | Potency, µM (series often up to 38.3 µM), without a hit: at the highest dose activity change, negative = inhibition, hits mostly inhibitors | HEK293 GLP-1R CRE-luciferase, luminescence, 24 h; GLP-1R form is constitutively active | Glucagon-like peptide 1 receptor (Homo sapiens), P43220; note: potency is the fitted concentration of half-maximal effect; % is set by controls: 0 for no effect and ±100 for the full control effect; nearly all actives have a fitted effect of over 55% in size
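HEK293 cells stably co-expressing a cAMP-responsive luciferase reporter and constitutively active GLP-1R were seeded, incubated 12 h, then exposed to compounds for 24 h at 37 C. Luminescence was read 12 min after detection reagent; inverse agonists lower signal.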
Abeta yeast res – qHTS for compounds that reverse cellular toxicity of Amyloid beta (A-beta) peptide in yeast: Primary Screen | yeast expressing A-beta42, growth rescue, OD600, 48 h; response scale: 0% DMSO, 100% iron-clioquinol control | Potency, µM (titrated, usually from 46.1 µM), for the others: top-dose growth rescue, actives largely listed as activators | hit rate 0.063% among 410,000; note: potency is the fitted concentration of half-maximal effect; nearly all actives have a fitted effect of over 55% in size
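Yeast A-beta toxicity model in growth medium with pinned compounds, 48 h at 30 C; growth read as absorbance at 600 nm. Normalized to FeCl3/clioquinol equimolar mix (positive) and DMSO (negative).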
pAkt inh – HTS Assay for Inhibitors of Akt Phophorylation: Primary Screen. Neuro2A IGF-stimulated pAkt S473 HTRF, 20 min; stronger effect = lower value. hit rate 0.32% among 360,000. activity change, % for hits at 50 µM; in the data active = activity change below about -80%; inconclusive = mostly about -51% to -80%; note: % is set by controls: 0 for no effect and ±100 for the full control effect
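Single-point screen (50 µM final compound) in Neuro2A cells stimulated 20 min with 6 nM IGF at 37 deg C. After lysis, Ser473-phosphorylated Akt read by HTRF (ex 330 nm, em 615/665 nm) as the 665/615 ratio.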
* hit, by the source's call; i = inactive; ? = inconclusive; / = no result given; & = joins results of further samples; [ ] = another dose, or the depositor's remark. Unless noted, calls come from the whole dose curve; as a rule, active = well fitted curve in the direction sought with a large enough effect; inconclusive = small, poorly fitted or top-dose-only effect, or another doubt; inactive = no such curve, though single readings can be large; an effect the other way counts as inactive or inconclusive. The list is partial, so the mix of outcomes need not match the whole.

Order of results: PTHR1 ag | DRD3 antagonist | FUS yeast rescue | GLP-1R agonist | TDP43 rescue | aSyn rescue | GLP-1R inv ag | Abeta yeast res | pAkt inh
> CC(C)=CCC/C(C)=C/CC/C(C)=C/CC/C(C)=C/CC1=C(C)C(=O)c2ccccc2C1=O
  -47%[inhibitor] | 11 | 26% | -4% | 12% | 0% | 4% | 2% | i
> CC1CC(CC(=O)NC(=S)Nc2ccccc2Cl)C(=O)O1 (configuration not stated)
  -26% | -3 | -15% | -1% | -8% | 2% | -3% | -1% | i
> CCOC(=O)C1(C)CCN1C(=O)c1ccc(OC)cc1 (configuration not stated)
  11% | ? | 3% | -3% | -12% | 13% | 3% | -18% | i
> CSc1ncc(CN2CCc3c([nH]c4ccccc34)C2c2cccc(C)n2)cn1 (configuration not stated)
  -7% | -27 | 2% | -1% | 12% | -4% | 6% | -2% | i
> N#Cc1ccccc1NC(=O)CSc1nnc(-c2ccccc2)n1-c1ccccc1
  -30%[inhibitor][57.5 µM] | 7 | ? | 3% | -15% | -4% | -26% | -1% | i
> COc1ccc(CC(=O)OCN2C(=O)c3ccccc3C2=O)cc1OC
  i | 4 | 13% | -2% | 0% | 3% | -13% | -12% | i
> OC(COCC1COc2ccccc2O1)CN1CCc2ccccc2C1 (configuration not stated)
  i | 14 | -3% | -4% | -22% | -1% | 10µM* | 4% | i
> Cc1noc(NS(=O)(=O)c2ccc(NC(=O)c3cc(-c4ccccc4Cl)nc4ccccc34)cc2)c1C
  -22% | 1 | -26% | 3% | 23% | 2% | -9% | -16% | i
> Cc1cc(C)cc(Oc2ccc(-c3nnc(-c4ccccc4)o3)cc2[N+](=O)[O-])c1
  i | 1 | -9% | -9% | -1% | -9% | 8% | 3% | i
> O=C(NCCNc1ccc([N+](=O)[O-])cc1C(F)(F)F)c1ccccc1F
  -18% | 5 | 1% | 14% | 20µM* | 15% | ? | -49%[inhibitor] | i
> COc1ccc(C(C)=O)cc1CON=C1CSCc2ccccc21
  i | 4 | 22% | 22% | ? | 4% | -13% | 0% | i
> Cc1sc(C(C2C(=O)CC(C)(C)CC2=O)C2C(=O)CC(C)(C)CC2=O)cc1[N+](=O)[O-]
  -46%[inhibitor] | -6 | 20% | -2% | -86%[inhibitor] | 21% | 8% | -70%[inhibitor] | i
> COc1ccc2c(c1)C(=O)N1[C@H]3c4cc(Br)ccc4OC[C@@H]3[C@H](c3ccccc3)[C@]1(C)C(=O)N2
  -17% | 19 | ? | -4% | 0% | -2% | ? | ? | i
> Cc1ccc(C)c(OCCCC(C)(C)C(=O)O)c1
  -3% | -17 | -4% | -1%&3% | ? | 9% | -2% | -52%[inhibitor] | i
> CC1CCN(c2nnc(-n3cccc3CNc3cccc(F)c3)s2)CC1
  -17% | / | 19% | 18% | ? | 28% | ? | 3% | /
> CCCc1nc2ccccc2c(C(=O)N(CC)CC(=O)NCc2cccs2)c1CC
  -8% | 10 | 9% | 12% | -16% | -2% | ? | 17% | i
> CSc1nnc2c3ccccc3n(CCc3ccccc3)c2n1
  -26% | -21 | 4% | 9% | ? | -4% | 0% | 1% | i
> CCCS(=O)(=O)c1c(S(=O)(=O)CCC)c2cc(C(C)(C)C)ccn2c1C(=O)c1ccc(OC)c(OC)c1
  i | / | 44% | / | -8% | / | -18% | -10% | /
> COc1ccc(Cl)cc1NC(=O)CN(C)CC(=O)Nc1cccc(S(=O)(=O)N2CCCC2)c1
  -85%[inhibitor] | 9 | 35% | 4% | 1% | 2% | ? | 3% | i
> Nc1cc[n+](CC(=O)c2ccccc2)cc1
  i | 3 | -21% | -2% | -13% | -7% | -2% | -9% | i
> CS(=O)(=O)N(CC(=O)N1CCOCC1)c1cccc(F)c1
  i | -2 | 6% | -1% | -20% | -12% | 12% | -16% | i
> CCOc1cc(C2NC(=O)NC(O)(C(F)(F)F)C2C(=O)c2ccc(OC)cc2)ccc1O (configuration not stated)
  i | -1 | -13% | -12% | 5% | -15% | 2% | 4% | i
> O=C(NCc1cccnc1)Nc1cc(Cl)cc(Cl)c1
  -30% | -6 | -20% | -3% | 10% | 0% | ? | 12% | i
> COC(=O)c1ccccc1NC(=S)N(C)C
  i | -7 | 14% | 9% | 5% | -1% | 9% | 1% | i
> CC1CCN(C(=S)c2ccc(N(C)C)cc2)CC1
  -16% | -23 | 16% | 14% | -13%[1.82 µM] | -7% | ? | 13µM* | i
> CCOc1ccc2c(c1)sc1nc(=O)n(-c3ccc(Cl)c(Cl)c3)c(=O)n12
  i | / | -12% | / | 2% | / | 9% | -14% | /
> COc1ccc(CNC(=O)CN(C)Cc2ccc(SC)cc2)cc1
  -16% | -18 | -3% | 17% | -7% | 0% | ? | 4% | i
> Cc1ccc(C(=O)NC2CC2)cc1S(=O)(=O)N1CCOCC1
  -23% | -5 | -12% | 1% | 1% | -3% | 7% | -2% | i
> COc1cccc(NC(=O)N2CCCC2C(=O)Nc2cc(C)ccc2OC)c1 (configuration not stated)
  i | -10 | -1% | 0% | 24% | 3% | 5% | 7% | i
> COC(=O)c1nn(-c2ccc(OC)cc2)c(=O)cc1Oc1cccc(Cl)c1
  i | 7 | 13% | 4% | 28% | -3% | -2% | 10% | i

An excerpt of these results, with tabs:
SMILES	PTHR1 ag	DRD3 antagonist	FUS yeast rescue	GLP-1R agonist	TDP43 rescue	aSyn rescue	GLP-1R inv ag	Abeta yeast res	pAkt inh
O=C(NCc1cccnc1)Nc1cc(Cl)cc(Cl)c1	-30%	-6	-20%	-3%	10%	0%	?	12%	i
COc1cccc(NC(=O)N2CCCC2C(=O)Nc2cc(C)ccc2OC)c1 (configuration not stated)	i	-10	-1%	0%	24%	3%	5%	7%	i
Nc1cc[n+](CC(=O)c2ccccc2)cc1	i	3	-21%	-2%	-13%	-7%	-2%	-9%	i
CS(=O)(=O)N(CC(=O)N1CCOCC1)c1cccc(F)c1	i	-2	6%	-1%	-20%	-12%	12%	-16%	i
CCOc1ccc2c(c1)sc1nc(=O)n(-c3ccc(Cl)c(Cl)c3)c(=O)n12	i	/	-12%	/	2%	/	9%	-14%	/

(more compounds)
Order of results: PTHR1 ag | DRD3 antagonist | FUS yeast rescue | GLP-1R agonist | TDP43 rescue | aSyn rescue | GLP-1R inv ag | Abeta yeast res | pAkt inh
> CCCNC(=O)Cn1c(=O)/c(=C/c2ccc(-c3ccc([N+](=O)[O-])cc3)o2)s/c1=C\C(=O)C(C)(C)C
  i | 31 | 14% | 11% | -3% | 3% | 10% | -3% | i
> c1ccc(-c2nnc(SCCC3OCCCO3)o2)cc1
  -19%[57.5 µM] | 13 | -9% | -8% | ? | -1% | -14% | -6% | i
> CC(Oc1ccccc1)C(=O)Nc1nnc(S(=O)(=O)Nc2ccccc2)s1 (configuration not stated)
  -38%[inhibitor] | -23 | -19% | -3% | 4% | 1% | 6% | 4% | i
> CCN(C(=O)CSc1nnc(-c2ccncc2)n1C)C1CCS(=O)(=O)C1 (configuration not stated)
  i | -5 | 18% | -8% | -2% | -2% | 7% | 18% | i
> O=C(N/N=C/c1cccnc1)c1ccc([N+](=O)[O-])cc1Cl
  i | 5 | -11% | -3% | 0% | -1% | 0% | 14% | -83%*
> O=C(CSc1nnnn1-c1ccc(Cl)c(C(=O)O)c1)NC(c1ccccc1)c1ccccc1
  i | -4 | 8% | 0% | -21% | -4% | 23% | -15% | i
> CCOc1ccc(N(CC(=O)NCC2CCCO2)S(=O)(=O)c2ccc(OC)c(OC)c2)cc1 (configuration not stated)
  -34%[57.5 µM] | 12 | 10% | 1% | -3% | 2% | 10% | -1% | i
> S=C(c1ccc(Br)cc1)N1CCCC1
  -13% | 9 | 1% | 5% | ? | 2% | -24% | -4% | i
> CCc1nc2ccc(C(=O)NCc3ccc(OC)cc3)cn2c1N(C)CCC(C)C
  -87%[inhibitor] | -4 | 10% | -8% | 24% | 1% | ? | 8% | i
> COc1ccc(-c2oc3ncnc(NCCCO)c3c2-c2ccc(OC)cc2)cc1
  -11% | 43 | ? | 1% | 13% | 16% | 0% | 0% | i
> O=C(Cc1cccc([N+](=O)[O-])c1)Nc1cccc(C(=O)N2CCOCC2)c1
  -2% | -51* | -19% | -4% | -28% | -4% | 14% | -33% | i
> COc1ccc(C(=O)N2CCOC2CNC(=O)C(=O)NCc2ccc(Cl)cc2)cc1 (configuration not stated)
  -13% | 4 | 28% | 9% | 3%[9.22 µM] | -4% | 0% | -5% | i
> OCCOCCn1c(C2CCCN2c2nc(-c3ccc(F)cc3)cs2)nc2cc(Cl)c(Cl)cc21 (configuration not stated)
  -34%[inhibitor] | -11 | ? | 8% | -9% | -4% | ? | 13% | i
> CCCCCC(=O)Nc1cccc(C2=NOC3(C2)C[C@H](C(N)=O)N(C(=O)c2ccccc2)C3)c1 (some centres not stated)
  i | -10 | 20% | 7% | 8% | 3% | 10% | 6% | i
> Clc1ccc(OCc2nc(-c3ccncc3)no2)c(Cl)c1
  -36%[inhibitor] | 3 | 18% | 2% | ? | 10% | ? | -48%[inhibitor] | i
> CCc1ccc2[nH]c3nc(N/N=C/c4ccc(O)cc4O)nnc3c2c1
  -8% | -20 | 23% | 0% | -3% | -13% | -6% | 2% | i
